HCV NS3 hel inh: HCV NS3 helicase inhibition; inhibition, % at 10.9 µM; NS3 helicase DNA unwinding, Cy5 molecular beacon fluorescence; AID 1800; hit rate 0.56% among 290,000;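 active means inhibition above the mean of all tested compounds plus 3 SD, set per campaign, cut at about 35% in these data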;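 further: 0% = DMSO wells and 100% = thioflavine S control wells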
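System: NS3 helicase fragment of HCV / Schedule: 1 h at 25 °C / Control set: DMSO alone as 0% and 110 µM thioflavine S as 100% / Reagent: Cy5/quencher beacon DNA duplex and ATP to start / Technique: Cy5 fluorescence / Replication: singlicate / Evaluation: % inhibition of end-to-start signal ratio versus controls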
PfM18AAP inh: PfM18AAP enzyme inhibition. recombinant PfM18AAP, H-Glu-NHMec fluorogenic cleavage. hit rate 1.2% among 290,000. inhibition, % at 7.35 µM. AID 1822;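 active means inhibition above the campaign mean inhibition over all tested compounds plus 3 SD, cut at about 28% in these data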;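 further: 0% = plate median of test compound wells and 100% = 2 mM ZnCl2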
p-CIP stab down: p/CIP protein destabilization; F442A p/CIP-EGFP cells, EGFP fluorescence, 16 h; decrease of EGFP signal, % at 10 µM; hit rate 0.01% among 290,000;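 active means EGFP signal decrease of at least 30% at 10 µM or well 3 SD below plate mean, unless failing retest; inactive means the rest, including hits failing retest or dose response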; further: some compounds called inactive have numbers as strong as hits; many of its hits are not listed in these tables
VIM-2 inhibitor: inhibitors of Pseudomonas aeruginosa VIM-2 metallo-beta-lactamase | purified VIM-2, nitrocefin hydrolysis, epi-absorbance fluorescence | inhibition, % at 5.6 µM | hit rate 0.89% among 290,000;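 active means inhibition above the mean of all tested compounds plus 3 SD, cutoff set per screening run, cut at about 7.5% in these data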;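 further: red hydrolysis product quenches plate fluorescence so inhibitors raise well fluorescence; 0% = enzyme with DMSO and 100% = DMSO without enzyme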
IDE cell activ: boosts human insulin-degrading enzyme activity in HEK cells | P14735 | hit rate 0.073% among 340,000 | activation, % at 5.96 µM | FAbeta-B cleavage, fluorescence polarization; 0% vehicle, 100% cell-free pure enzyme wells;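 active means activation above the mean of all tested compounds plus 3 SD, set per screening campaign, cut at about 17% in these data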
Target sequence (P14735 whole entry, looked up): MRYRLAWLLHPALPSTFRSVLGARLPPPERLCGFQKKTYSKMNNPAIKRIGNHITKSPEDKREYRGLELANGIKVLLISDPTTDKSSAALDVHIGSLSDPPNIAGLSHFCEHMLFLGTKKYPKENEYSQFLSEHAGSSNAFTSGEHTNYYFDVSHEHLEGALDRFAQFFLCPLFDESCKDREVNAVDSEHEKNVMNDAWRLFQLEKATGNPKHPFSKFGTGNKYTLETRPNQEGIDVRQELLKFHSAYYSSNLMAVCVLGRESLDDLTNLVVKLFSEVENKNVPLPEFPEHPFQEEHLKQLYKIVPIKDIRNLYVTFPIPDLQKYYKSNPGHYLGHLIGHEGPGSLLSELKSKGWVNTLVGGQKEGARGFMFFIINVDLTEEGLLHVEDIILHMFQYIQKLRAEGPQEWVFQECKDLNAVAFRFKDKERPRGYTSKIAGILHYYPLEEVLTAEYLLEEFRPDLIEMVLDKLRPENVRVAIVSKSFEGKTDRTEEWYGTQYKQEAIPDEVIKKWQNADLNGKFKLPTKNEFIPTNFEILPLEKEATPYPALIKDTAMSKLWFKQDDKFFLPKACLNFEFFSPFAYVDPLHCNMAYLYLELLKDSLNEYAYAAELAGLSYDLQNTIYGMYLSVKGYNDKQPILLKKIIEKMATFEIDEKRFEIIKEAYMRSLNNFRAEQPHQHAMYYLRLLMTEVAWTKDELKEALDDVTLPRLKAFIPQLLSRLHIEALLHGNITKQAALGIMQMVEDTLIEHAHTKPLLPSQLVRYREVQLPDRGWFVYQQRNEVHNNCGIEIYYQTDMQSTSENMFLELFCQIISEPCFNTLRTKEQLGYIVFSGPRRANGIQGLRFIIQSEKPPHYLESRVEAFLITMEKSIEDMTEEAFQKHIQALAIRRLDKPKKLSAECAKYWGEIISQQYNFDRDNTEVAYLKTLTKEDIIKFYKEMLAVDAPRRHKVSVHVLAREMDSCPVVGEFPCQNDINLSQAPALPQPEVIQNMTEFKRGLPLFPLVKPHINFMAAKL
IMP-1 inhibitor: inhibitors of Pseudomonas aeruginosa IMP-1 metallo-beta-lactamase; inhibition, % at 5.6 µM; purified IMP-1, nitrocefin hydrolysis, epi-absorbance fluorescence; AID 1556; hit rate 0.45% among 290,000;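 active means inhibition above the mean plus 3 SD of all compounds in the same screening run, cut at about 4.5% in these data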;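 further: 0% = IMP-1 with DMSO and 100% = DMSO wells lacking enzyme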
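System – purified recombinant IMP-1 beta-lactamase · Input – IMP-1 dispensed at 0.2 nM · Timing – 15 min preincubation plus 25 min reaction at 25 °C · Signal – Epi-absorbance fluorescence, 480 nm excitation, 530 nm emission · Measure – percent IMP-1 inhibition derived from blank-referenced optical density · Controls – Enzyme-plus-DMSO low control, enzyme-free DMSO high control · Replication – singlicate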
FID counter: counter-screen for HCV NS3 helicase inhibitors: DNA intercalator displacement | DNA fluorescent intercalator displacement, fluorescence | inhibition, % at 7.9 µM | hit rate 0.17% among 290,000 | AID 1845; in the data active means inhibition above about 37%;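 further: 0% = vehicle and 100% = reference compound; higher means more ethidium bromide displaced from hairpin DNA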
IDE cell inh: inhibitors of human insulin-degrading enzyme in cells. HEK cells, FAbetaB cleavage, fluorescence polarization. inhibition, % at 5.59 µM. hit rate 0.41% among 320,000. P14735;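 active means percent inhibition above the average of all tested compounds plus 3 SD, set per screening campaign, cut at about 16% in these data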;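 further: IDE supplied by intact live HEK cells; FP after avidin binding of uncleaved biotin substrate so inhibition keeps polarization high; 0% = DMSO wells and 100% = 60 µM reference IDE inhibitor Ii1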
UBC9 SUMO inh: blocks human SUMOylation mediated by UBC9. P63279. HTRF SUMOylation assay, SAE1/SAE2 + UBC9, in vitro. inhibition, % at 35 µM. hit rate 0.36% among 290,000; in the data active means inhibition above about 50%, passing the limit was not always enough; further: strong numbers were not always called active
* marks the source's active call; other numbers are inactive results. Rows are unselected (roughly 3.6% active in at least one column).

Results for COc1cc(CC(=O)N/N=C/c2ccc([N+](=O)[O-])cc2)c([N+](=O)[O-])cc1OC ?
HCV NS3 hel inh: 1; PfM18AAP inh: 1; p-CIP stab down: -2; VIM-2 inhibitor: -1.4; IDE cell activ: 3; IMP-1 inhibitor: -3.7; FID counter: 6; IDE cell inh: 3; UBC9 SUMO inh: 4

Results for CCCCCn1c(Sc2nc3ccccc3s2)nc2c1c(=O)[nH]c(=O)n2C ?
HCV NS3 hel inh: 1; PfM18AAP inh: -4; p-CIP stab down: -14; VIM-2 inhibitor: -4.1; IDE cell activ: 3; IMP-1 inhibitor: -4.1; FID counter: -7; IDE cell inh: 1; UBC9 SUMO inh: 18

What do the screens show for `CCCCc1cc(=O)oc2c(CN(CC)CC)c(O)c(Cl)cc12`?
HCV NS3 hel inh: 0; PfM18AAP inh: 12; p-CIP stab down: 7; VIM-2 inhibitor: -1.5; IDE cell activ: 2; IMP-1 inhibitor: -2.9; FID counter: -6; IDE cell inh: 6; UBC9 SUMO inh: 32

How did COCCn1c(SCC(=O)NC(=O)NC(C)C)nc2ccccc21 do in these assays?
HCV NS3 hel inh: -2; PfM18AAP inh: 3; p-CIP stab down: -4; VIM-2 inhibitor: -2.6; IDE cell activ: 5; IMP-1 inhibitor: -1.2; FID counter: -13; IDE cell inh: 7; UBC9 SUMO inh: -6

How did Cc1cc(-c2csc(NC(=O)c3ccc(C#N)cc3)n2)c(C)n1Cc1ccccc1 do in these assays?
HCV NS3 hel inh: 33; PfM18AAP inh: 8; p-CIP stab down: 2; VIM-2 inhibitor: -2.9; IDE cell activ: 2; IMP-1 inhibitor: -3.8; FID counter: -10; IDE cell inh: 3; UBC9 SUMO inh: 8

How did CN(CCO)C(=O)c1cccc2c1-c1ccccc1C2=O do in these assays?
HCV NS3 hel inh: 1; PfM18AAP inh: -3; p-CIP stab down: 0; VIM-2 inhibitor: -1.6; IDE cell activ: 4; IMP-1 inhibitor: -2.7; FID counter: 6; IDE cell inh: 4; UBC9 SUMO inh: 24

Results for O=C(O)c1ccc(NC(=O)C2C3CCC(O3)C2C(=O)O)cc1 (stereo not given) ?
HCV NS3 hel inh: 8; PfM18AAP inh: -4; p-CIP stab down: 3; VIM-2 inhibitor: 1.1; IDE cell activ: -3; IMP-1 inhibitor: 0.5; FID counter: 5; IDE cell inh: 2; UBC9 SUMO inh: -4

Results for CN(CC(=O)NCCN1CCN(Cc2ccccc2)CC1)S(=O)(=O)c1cccc2nsnc12 ?
HCV NS3 hel inh: -1; PfM18AAP inh: 6; p-CIP stab down: 6; VIM-2 inhibitor: -3.2; IDE cell activ: 5; IMP-1 inhibitor: -3.7; FID counter: 2; IDE cell inh: -6; UBC9 SUMO inh: -9

What do the screens show for `CCCCOc1ccc(S(=O)(=O)Nc2cc(OC)ccc2OC)cc1`?
HCV NS3 hel inh: -11; PfM18AAP inh: 6; p-CIP stab down: -7; VIM-2 inhibitor: -1.1; IDE cell activ: 2; IMP-1 inhibitor: -1.6; FID counter: -6; IDE cell inh: -5; UBC9 SUMO inh: -16

What do the screens show for `O=[N+]([O-])c1cccc(-n2cccc2/C=N/Nc2nc(N3CCCCC3)nc(N3CCCCC3)n2)c1`?
HCV NS3 hel inh: 1; PfM18AAP inh: 0; p-CIP stab down: 5; VIM-2 inhibitor: -7.3; IDE cell activ: 6; IMP-1 inhibitor: -4.8; FID counter: -3; IDE cell inh: 0; UBC9 SUMO inh: -2

What do the screens show for `N#Cc1ccc(C23CC4(C2)[C@H](CN(P(=O)(c2ccccc2)c2ccccc2)[C@@H]4c2ccccc2)C3c2ccc(Cl)nc2)cc1` (stereo not given in full)?
p-CIP stab down: -4; IDE cell activ: -3; IDE cell inh: 1; UBC9 SUMO inh: 0

What do the screens show for `Cc1ccc(-c2cc(C(=O)Nc3cc(C)on3)c3ccccc3n2)cc1`?
HCV NS3 hel inh: 15; PfM18AAP inh: -6; p-CIP stab down: 6; VIM-2 inhibitor: -0.8; IDE cell activ: -2; IMP-1 inhibitor: -0.8; FID counter: -3; IDE cell inh: 0; UBC9 SUMO inh: -23

Results for CC(/C=C1\SC(=O)N(CC(=O)Nc2cccc(O)c2)C1=O)=C\c1ccccc1 ?
HCV NS3 hel inh: -22; PfM18AAP inh: -5; p-CIP stab down: -7; VIM-2 inhibitor: 0.9; IDE cell activ: 7; IMP-1 inhibitor: -0.5; FID counter: 13; IDE cell inh: 1; UBC9 SUMO inh: -2

How did C[C@@H](O)c1nc2ccccc2n1N do in these assays?
HCV NS3 hel inh: 7; PfM18AAP inh: -1; p-CIP stab down: 15; VIM-2 inhibitor: -2.6; IDE cell activ: 4; IMP-1 inhibitor: -0.2; FID counter: -3; IDE cell inh: -4; UBC9 SUMO inh: 5

How did Cc1cc(O)c(C)c(O)c1/C=N/NC(=O)c1cccnc1 do in these assays?
HCV NS3 hel inh: -5; PfM18AAP inh: 23; p-CIP stab down: 6; VIM-2 inhibitor: -2.9; IDE cell activ: 1; IMP-1 inhibitor: -3.8; FID counter: -7; IDE cell inh: 1; UBC9 SUMO inh: 9

Results for O=C(CCNC(=O)c1ccccc1Cl)NC1=NCCS1 ?
HCV NS3 hel inh: 8; PfM18AAP inh: -1; p-CIP stab down: -7; VIM-2 inhibitor: 0.2; IDE cell activ: 2; IMP-1 inhibitor: -1.0; FID counter: 10; IDE cell inh: 1; UBC9 SUMO inh: -4

Results for CCOC(=O)c1c(NC(=S)Nc2ccccc2)sc2c1CCN(CCc1ccccc1)C2 ?
HCV NS3 hel inh: -73; PfM18AAP inh: 3; p-CIP stab down: -31; VIM-2 inhibitor: -3.5; IMP-1 inhibitor: 0.1; FID counter: 8; IDE cell inh: 7; UBC9 SUMO inh: 16

Results for Fc1ccc(C2=CSC3=NCCN23)cc1 ?
HCV NS3 hel inh: 2; PfM18AAP inh: 12; p-CIP stab down: 5; VIM-2 inhibitor: -2.4; IDE cell activ: 2; IMP-1 inhibitor: -3.2; FID counter: 2; IDE cell inh: 0; UBC9 SUMO inh: 10

How did CCOC(=O)c1cc2c(ccn2-c2ccc(F)cc2)n1CC(=O)N1CCN(C(=O)c2ccco2)CC1 do in these assays?
HCV NS3 hel inh: -1; PfM18AAP inh: -11; p-CIP stab down: -22; VIM-2 inhibitor: -1.6; IDE cell activ: 5; IMP-1 inhibitor: -5.7; FID counter: -5; IDE cell inh: -2; UBC9 SUMO inh: 21

How did CNC(=S)N(CCc1c(C)[nH]c2ccccc12)Cc1ccco1 do in these assays?
HCV NS3 hel inh: -7; PfM18AAP inh: -2; p-CIP stab down: -13; VIM-2 inhibitor: -3.3; IDE cell activ: 0; IMP-1 inhibitor: -5.2; FID counter: 4; IDE cell inh: 0; UBC9 SUMO inh: 3

Results for Cc1cc(C)nc(-n2nc(C)cc2NC(=O)c2ccc(S(=O)(=O)N3CCOCC3)cc2)n1 ?
HCV NS3 hel inh: -16; PfM18AAP inh: -5; p-CIP stab down: -7; VIM-2 inhibitor: 0.1; IMP-1 inhibitor: -2.6; FID counter: -6; IDE cell inh: 8; UBC9 SUMO inh: 2

Results for CC1=CC(C)(C)N(C(=O)CN2C(=O)c3ccccc3C2=O)c2ccccc21 ?
HCV NS3 hel inh: -12; PfM18AAP inh: -5; p-CIP stab down: -3; VIM-2 inhibitor: -1.1; IDE cell activ: 0; IMP-1 inhibitor: -3.1; FID counter: -16; IDE cell inh: 2; UBC9 SUMO inh: 10

Results for O=C(N/C(=C/c1ccc2c(c1)OCO2)C(=O)N1CCOCC1)c1cccs1 ?
HCV NS3 hel inh: -1; PfM18AAP inh: 0; p-CIP stab down: -4; VIM-2 inhibitor: 0.1; IDE cell activ: 4; IMP-1 inhibitor: -1.1; FID counter: -7; IDE cell inh: 3; UBC9 SUMO inh: -9

What do the screens show for `CCC(COC)NC(=O)CCc1nnc(Cc2cccc(C(F)(F)F)c2)o1` (stereo not given)?
HCV NS3 hel inh: 2; PfM18AAP inh: -7; p-CIP stab down: -6; VIM-2 inhibitor: -2.4; IDE cell activ: -4; IMP-1 inhibitor: -2.2; FID counter: -9; IDE cell inh: -6; UBC9 SUMO inh: 10

Results for CN(C)C(CNc1ncnc2sc3c(c12)CCCCC3)c1ccco1 (stereo not given) ?
HCV NS3 hel inh: 17; PfM18AAP inh: 2; p-CIP stab down: -1; VIM-2 inhibitor: -1.6; IDE cell activ: -7; IMP-1 inhibitor: -1.4; FID counter: 0; IDE cell inh: -4; UBC9 SUMO inh: 15

Results for CN1CCC(N(C)CC(=O)Nc2cccc(Oc3ccccc3)c2)CC1 ?
HCV NS3 hel inh: -5; PfM18AAP inh: 1; p-CIP stab down: -10; VIM-2 inhibitor: -3.8; IDE cell activ: 2; IMP-1 inhibitor: -1.6; FID counter: 26; IDE cell inh: -5; UBC9 SUMO inh: 19

How did O=C(CSc1nnc(Nc2ccccc2)s1)NCc1ccco1 do in these assays?
HCV NS3 hel inh: -7; PfM18AAP inh: -2; p-CIP stab down: -16; VIM-2 inhibitor: -1.8; IDE cell activ: 7; IMP-1 inhibitor: 1.6; FID counter: -5; IDE cell inh: -5; UBC9 SUMO inh: 20

Results for O=C(/C=C/c1ccc(-c2ccccc2)o1)c1ccccc1 ?
HCV NS3 hel inh: 47*; PfM18AAP inh: -21; p-CIP stab down: -10; VIM-2 inhibitor: -2.2; IDE cell activ: -4; IMP-1 inhibitor: 0.6; FID counter: -27; IDE cell inh: 0; UBC9 SUMO inh: 26

What do the screens show for `CC1CC(C)CN(S(=O)(=O)c2ccc(C(=O)NCCCn3ccnc3)cc2)C1` (stereo not given)?
HCV NS3 hel inh: -8; PfM18AAP inh: -3; p-CIP stab down: 4; VIM-2 inhibitor: -2.2; IDE cell activ: 9; IMP-1 inhibitor: -1.7; FID counter: 4; IDE cell inh: 1; UBC9 SUMO inh: 7

What do the screens show for `C=CCN1C(=O)C(O)(CC(=O)c2ccc(Cl)cc2)c2ccccc21` (stereo not given)?
HCV NS3 hel inh: -1; PfM18AAP inh: 4; p-CIP stab down: 2; VIM-2 inhibitor: -3.3; IDE cell activ: -5; IMP-1 inhibitor: -4.3; FID counter: -8; IDE cell inh: -3; UBC9 SUMO inh: 11

What do the screens show for `CNc1nc2c(c(=O)n(C)c(=O)n2C)n1CCCc1ccccc1`?
HCV NS3 hel inh: 9; PfM18AAP inh: -4; p-CIP stab down: -7; VIM-2 inhibitor: -0.8; IDE cell activ: 2; IMP-1 inhibitor: -3.4; FID counter: -14; IDE cell inh: 8; UBC9 SUMO inh: -11

Results for O=C(CSc1nc2ccccc2[nH]1)c1ccc(Cl)s1 ?
HCV NS3 hel inh: 9; PfM18AAP inh: 5; p-CIP stab down: -8; VIM-2 inhibitor: -2.6; IDE cell activ: 0; IMP-1 inhibitor: 2.0; FID counter: 6; IDE cell inh: 4; UBC9 SUMO inh: 27
